Assay outcomes deposited in PubChem by several laboratories.
KKLEB tox = counter-screen for CF NF-kB inhibitors: cytotoxicity; actives 0.36% (n = 360,000); activity change (cytotoxicity), % at 5 µM; KKLEB CF airway cells viability, ATPlite luminescence, overnight; active compounds read low; cells stimulated with P. aeruginosa culture filtrate;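 active means corrected activity change at or below -50% at 5 µM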
aDG glyco act = increases alpha dystroglycan glycosylation | Pro5-aDG cells, alpha-DG glycosylation AlphaScreen (IIH6); 0% Pro5, 100% B10-LARGE cell signal | activation, % at 10 µM | actives 0.22% (n = 360,000) | AID 624168;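 active means activation of at least 8% versus controls, or a plate z-score of at least 8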;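 further: Pro5 are CHO cells carrying HIG-tagged alpha-DG that lacks glycosylation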
NR2E3 ag-1 = agonists of human nuclear receptor NR2E3; Q9Y5X4; GST-NR2E3/biotin-RetCOR TR-FRET, 1536-well; inhibition of corepressor binding, % at 4.78 µM; actives 0.12% (n = 320,000); AID 2300;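 active means percent inhibition above the cutoff of mean plus 3 SD of all tested compounds, set per screening campaign, cut at about 20% in these data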;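 further: 0% = DMSO wells and 100% = biotin wells as full block of FRET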
Target sequence (Q9Y5X4 whole entry, looked up): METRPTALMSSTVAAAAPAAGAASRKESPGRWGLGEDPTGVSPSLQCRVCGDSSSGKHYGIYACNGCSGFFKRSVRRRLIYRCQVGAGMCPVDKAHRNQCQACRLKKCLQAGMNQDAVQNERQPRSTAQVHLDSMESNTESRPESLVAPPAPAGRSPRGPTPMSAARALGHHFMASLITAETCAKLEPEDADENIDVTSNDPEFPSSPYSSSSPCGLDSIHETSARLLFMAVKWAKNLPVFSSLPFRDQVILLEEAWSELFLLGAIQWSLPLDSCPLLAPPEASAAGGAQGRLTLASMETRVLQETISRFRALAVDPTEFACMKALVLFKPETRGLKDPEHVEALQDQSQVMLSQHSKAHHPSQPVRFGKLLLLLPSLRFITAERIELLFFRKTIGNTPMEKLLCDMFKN
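system = GST-tagged NR2E3 plus biotinylated RetCOR corepressor | input = 1.35 nM GST-NR2E3 | also added = 7 nM biotin-RetCOR | schedule = 5 h incubation at 4 °C | measured by = TR-FRET with europium anti-GST and streptavidin-D2, 340 nm excitation | read-out = percent loss of FRET ratio relative to control wells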
CF NFkB block = inhibitors of cystic fibrosis induced NF-kB. AID 588850. actives 0.86% (n = 360,000). inhibition, % at 5 µM. KKLEB NF-kB-GFP reporter, PAF-induced, GFP fluorescence overnight;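 active means at least 50% inhibition at 5 µM, scaled per plate between neutral and stimulator controls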;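 further: PAF is a Pseudomonas aeruginosa culture filtrate used as stimulus; plate controls were PAF-stimulated DMSO wells for no effect and unstimulated DMSO wells for full effect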
HIF-2a block = inhibitors of HIF-2a; 786-0 RCC cells HIF-2a reporter, luciferase luminescence, overnight; inhibition, % at 18.8 µM; actives 0.72% (n = 360,000); AID 624352;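 active means inhibition of the luminescence signal of 40% or more relative to plate controls, in a single-dose primary screen at 18.75 µM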
TWEAK Fn14 block = TWEAK-Fn14 signaling inhibition. TWEAK-stimulated Fn14 reporter cells, luciferase luminescence, 8 h. inhibition, % at 10 µM. actives 2% (n = 360,000); in the data active means inhibition above about 50%
TRPM1 prom inh = MITF TRPM1 promoter inhibition in SK-MEL-5 cells. SK-MEL-5 TRPM1 promoter luciferase, 24 h. inhibition, % at 12.5 µM. actives 0.83% (n = 330,000). AID 488899;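 active means mean inhibition across replicates of 60% or more, whatever share of single replicates reaches that level; inconclusive means some that reach 60%, reason not given; inactive means mean inhibition across replicates below 60%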; further: values of inactives mirror those of a sister screen read the other way
Peg3 promoter = inhibitors of Peg3 promoter; actives 1.7% (n = 360,000); inhibition, % at 20 µM; HeLa PEG-Prom luciferase reporter, luminescence, overnight;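 active means inhibition of at least 50% at 20 µM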
Shn3 inh set2 = inhibitors of Schnurri-3 3'UTR reporter in osteoblasts; actives 0.52% (n = 360,000); inhibition, % at 12.5 µM; AID 588674; Clone20 osteoblast Shn3 3'UTR firefly luciferase, 24 h;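 active means mean inhibition of at least 75% with every replicate also reaching 75%; inconclusive means mean inhibition at least 75% but some replicate below; inactive means mean inhibition below 75%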;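 further: 0% = median of neutral control wells and 100% = pilot-screen positive control compound; some compounds past the cut are filed as inactive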
NR2E3 ag-2 = activates human NR2E3 receptor; CHO-S Gal4-NCOR/VP16-NR2E3 two-hybrid, luciferase; inhibition of corepressor binding, % at 3.98 µM; actives 0.35% (n = 360,000); AID 602229;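 active means inhibition above the mean of all tested compounds plus 3 SD, cut at about 70% in these data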;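 further: 0% = DMSO with NR2E3 transfected cells and 100% = cells lacking NR2E3 construct; higher means lower luciferase signal from less NR2E3 corepressor binding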
hiPSC survival = enhancers of human iPSC single-cell survival; survival enhancement, % at 20 µM; actives 0.044% (n = 360,000); AID 602274; hiPSC single-cell survival, ATPlite luminescence; 100% = ROCK inhibitor wells, 0% = DMSO; in the data active means survival enhancement above about 18%;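 further: cells exposed to compounds for 16 hours before the ATP read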
Active calls of the source: *; u = inconclusive; x = not tested or not shown.

Screens in order – KKLEB tox	aDG glyco act	NR2E3 ag-1	CF NFkB block	HIF-2a block	TWEAK Fn14 block	TRPM1 prom inh	Peg3 promoter	Shn3 inh set2	NR2E3 ag-2	hiPSC survival
- CC1CC(=O)N(c2ccc(NCCc3ccccc3)c([N+](=O)[O-])c2)C1=O (stereo not drawn)
    -4	0.1	8	1	-61	-17	-4	-12	-2	1	0.5
- CCOC(=O)c1ccc(NC2=CC(=O)CC(c3ccco3)C2)cc1 (stereo not drawn)
    3	0.3	5	-6	7	2	6	6	6	-22	0.0
- Cc1cccc(C(=O)Nc2nnc(SCC(=O)Nc3ccc4c(c3)oc3ccccc34)s2)c1
    6	-0.2	4	-4	-22	-21	-13	2	-31	8	-1.6
- O=C(CSc1ncccn1)N/N=C/c1ccc(OC2CSC2)cc1
    8	0.4	3	9	-12	-20	-7	-18	13	0	1.0
- Cc1ccc(S(=O)(=O)/N=C(\N)Nc2nc(C)c3cc(C)c(C)cc3n2)cc1
    21	3.3	1	-80	-34	-2	-10	-3	19	-29	-1.2
- O=C(Nc1cccc(S(=O)(=O)N2CCCCC2)c1)c1ccc(OCC2CCCO2)cc1 (stereo not drawn)
    3	0.2	-3	6	-9	0	2	3	40	-7	-0.7
- Cc1ccc(NC(=O)c2cc3c(CO)cnc(C)c3oc2=Nc2cccc(C(N)=O)c2)cc1
    -6	-0.2	0	11	12	-21	-4	-3	-11	-14	1.6
- CC(C)Oc1ccc(C(=O)Nc2ccccc2N2CCOCC2)cc1
    -5	-0.4	2	-1	5	20	14	-3	-9	22	-1.1
- CN1CCC(C)(C(=O)Nc2cccc3c2CCCC3)C1 (stereo not drawn)
    0	0.0	x	-5	-7	-5	x	-12	-12	-6	2.2
- C[C@H](CO)N1C[C@H](C)[C@@H](CN(C)Cc2ccccc2)Oc2c(NC(=O)c3ccncc3)cccc2C1=O
    -4	0.1	x	12	7	-10	5	3	20	-14	-2.2
- Oc1ccc(N=Nc2nccs2)c(O)c1
    5	-0.2	-11	17	-33	11	10	29	15	16	0.1
- CC1CCCC(NC(=O)Cn2c(Cl)nc3c2c(=O)n(C)c(=O)n3C)C1C (stereo not drawn)
    5	0.7	x	-15	1	-12	19	3	83	-5	-1.0
- COc1ccccc1CNC(=O)C1CCN(S(=O)(=O)N2CC(C)CC(C)C2)CC1 (stereo not drawn)
    -9	0.0	3	-9	13	0	11	-15	5	-6	-0.7
- CCCCNC(=O)c1cc2nc(-c3ccccc3)cc(C(F)(F)F)n2n1
    12	0.4	-1	3	-1	6	-9	-1	15	-14	0.2
- O=C(Cn1c(=O)oc2cc(S(=O)(=O)N3CCCC3)ccc21)N1CCc2ccccc2C1
    -6	-0.2	5	15	15	-7	10	36	-1	1	1.3
- C#CCOC(=O)Nc1ccc(=O)n(Cc2c(Cl)cccc2Cl)c1
    1	0.1	2	-4	10	8	4	6	-17	-10	-2.7
- COc1cc(CN2CCC(C(=O)NC3CCCC3)CC2)ccc1O
    -4	-0.2	-5	19	16	-9	7	15	12	12	1.0
- O=C(N/N=C/c1sc(N2CCCCC2)nc1-c1cccs1)c1cccnc1
    -3	-0.8	0	-23	-27	5	-24	7	73	-10	-1.5
- Cc1ccccc1-c1noc(CCC(=O)NCCc2ccccc2)n1
    4	0.0	4	1	10	12	4	8	8	-12	-0.1
- CC1(C(=O)NS(=O)(=O)c2cccc(Cl)c2)CCN1C(=O)CC1CC1 (stereo not drawn)
    9	-0.1	x	0	9	-2	x	6	10	4	7.6
- COc1ccc(N(CC(=O)Nc2c(C)n(C)n(-c3ccccc3)c2=O)S(=O)(=O)c2ccccc2)cc1OC
    -1	-0.1	3	-8	7	8	-7	-1	-24	-20	0.9
- COc1ccc(OC)c(NC2c3ccccc3C(=O)N2c2cccnc2)c1 (stereo not drawn)
    7	0.1	0	1	6	21	x	-6	10	-24	2.2
- COC(=O)c1ccccc1NS(=O)(=O)c1c(C)noc1C
    8	0.1	2	-32	12	7	-3	-4	-16	-8	-0.5
- Cc1cc(C)c(S(=O)(=O)NCCn2c(C)cc3ccccc32)c(C)c1
    -3	0.0	4	-7	7	3	-21	1	3	-11	-1.6
- O=S(=O)(Nc1ccc(NS(=O)(=O)c2ccccc2)c(Cl)c1)c1ccccc1
    -11	-0.4	x	2	1	28	23	15	12	-5	-1.4
- C=CC(=O)Nc1ccc(N(C)c2ccnc(Nc3ccc(N4CCN(C)CC4)cc3)n2)cc1
    -6	-0.2	x	40	26	-57	14	46	47	35	-4.8
- CCS(=O)(=O)N1CCCC(C(=O)NC2CCCCC2C)C1 (stereo not drawn)
    -6	-0.2	1	8	18	-12	-11	16	-7	-11	0.3
- Oc1cc(NCCc2cccnc2)cc2cccnc12
    14	4.2	x	15	9	-21	47	4	80	-20	-4.8
- COc1ccc(OC)c(C(c2nnnn2CCc2ccccc2)N2CCC(C(N)=O)CC2)c1 (stereo not drawn)
    0	0.2	-8	9	2	-3	8	-7	8	-13	2.3
- COC(=O)C1CCN(S(=O)(=O)c2c[nH]c(=O)[nH]c2=O)CC1
    4	0.0	x	-5	2	0	x	7	-14	9	-0.6
- COCCNC(=O)C(c1ccc(F)cc1)N(C(=O)CCC(=O)Nc1nccs1)c1ccc(C)cc1 (stereo not drawn)
    -3	-0.2	1	10	15	2	7	10	2	3	-2.1
- Cc1ccc2ccccc2c1NC(=O)c1ccco1
    1	0.0	2	-16	8	3	2	14	1	-6	0.8
- Clc1ccc(Nc2nc(-c3cccnc3)cs2)cc1
    -8	0.1	0	-6	-134	-2	-18	-194	-86	-116	-0.8
- CN1CCN(C(=O)c2ccc(Cc3cn(C)c4ccccc34)nc2)CC1
    -7	0.5	x	-14	-20	-20	x	7	3	16	-2.3
- COc1ccccc1-c1csc(C(O)c2cccc(Cl)c2)n1 (stereo not drawn)
    -3	-0.1	x	10	-29	-21	x	6	-12	25	0.9
- O=C(NCC1CCCO1)C(C(=O)c1ccccc1)n1ccccc1=O (stereo not drawn)
    4	-0.2	2	1	2	8	-1	-1	8	-20	3.1
- N#CCC(=O)N/N=C/c1cn(Cc2ccccc2C#N)c2ccccc12
    0	-0.1	2	-8	7	4	8	16	13	1	2.5
- C(=N\N1CCN(Cc2cccc3ccccc23)CC1)/c1ccco1
    5	-0.1	1	0	-52	-69	-28	-31	17	11	-5.4
- COc1ccc(-c2c(C)c3cc(O)ccc3oc2=O)cc1OC
    1	0.1	1	13	6	-9	-3	-3	21	-8	1.9
- COc1ccccc1C1/C(=C(\O)c2ccc3c(c2)OCCO3)C(=O)C(=O)N1Cc1cccnc1 (stereo not drawn)
    -3	1.2	7	12	-4	4	11	-4	15	-35	-0.5
- Cc1ccc(NC(=O)CC2=NC(=O)C(CC(=O)Nc3ccccc3C)S2)cc1 (stereo not drawn)
    12	1.1	0	-12	-4	-34	1	-20	-28	-8	-0.5
- COC(=O)c1cc(=O)n2c(-c3ccccc3)csc2n1
    10	0.1	0	-5	8	-9	12	-4	5	-6	7.0
- CC1Cc2cc(S(=O)(=O)N3CCC(C(=O)N4CCCCC4)CC3)ccc2N1C(=O)C1CC1 (stereo not drawn)
    18	-0.1	2	6	8	-11	-4	0	39	20	0.3
- CCOc1ccc(C(=O)NCC2CCCN2S(=O)(=O)c2cccs2)cc1 (stereo not drawn)
    18	-0.1	-3	-1	-4	-12	4	-16	56	-2	1.9
- O=C(Nc1ccccn1)C1(c2cccs2)CCOCC1
    -3	-0.3	-1	2	13	-2	2	-91	-15	4	1.0

Reformatted as comma-separated lines: entries from further up
SMILES,KKLEB tox,aDG glyco act,NR2E3 ag-1,CF NFkB block,HIF-2a block,TWEAK Fn14 block,TRPM1 prom inh,Peg3 promoter,Shn3 inh set2,NR2E3 ag-2,hiPSC survival
CCOc1ccc(C(=O)NCC2CCCN2S(=O)(=O)c2cccs2)cc1 (stereo not drawn),18,-0.1,-3,-1,-4,-12,4,-16,56,-2,1.9
O=C(Nc1ccccn1)C1(c2cccs2)CCOCC1,-3,-0.3,-1,2,13,-2,2,-91,-15,4,1.0

Remaining list, next part
Screens in order – KKLEB tox	aDG glyco act	NR2E3 ag-1	CF NFkB block	HIF-2a block	TWEAK Fn14 block	TRPM1 prom inh	Peg3 promoter	Shn3 inh set2	NR2E3 ag-2	hiPSC survival
- CCC(C)(C(=O)NC1CCCCC1)N(Cc1cccs1)C(=O)Cc1cccs1 (stereo not drawn)
    7	0.4	-1	2	7	-4	-2	12	2	-9	2.6
- COc1ccc(OC(=O)COc2cc(C)ccc2C)cc1
    -8	-0.1	-2	3	9	-15	1	4	-11	5	-0.4
- O=C(Cc1ccc(F)cc1)N/N=C/c1ccccn1
    6	0.1	-1	10	-16	-3	-14	-5	-4	-22	-0.4
- COc1ccc(C(=O)Nc2ccncc2)cc1S(=O)(=O)N1CCOCC1
    -22	0.1	0	11	-77	-2	-14	-41	-40	-44	-2.5
- CN(C)c1ccc(-c2noc(C3CCN(S(=O)(=O)c4ccc(C(=O)O)cc4)CC3)n2)cc1
    -5	0.1	5	17	-30	-21	0	-17	-6	-1	-1.1
- CC(=O)c1ccc(NC(=O)CN2C(=O)NC(C)(C3CCCCC3)C2=O)cc1 (stereo not drawn)
    -17	-0.4	0	2	8	0	1	-11	-4	-8	-0.4
- CCOC(=O)Cc1[nH]nc2c1C(c1cccc(OC)c1OC)C(C#N)=C(N)O2 (stereo not drawn)
    6	0.0	3	8	2	5	6	13	-1	-1	-2.6
- Cc1cn2c(nc(=O)c3cccnc32)s1
    -4	0.3	4	-5	10	16	-1	2	0	-5	2.4
- CCN1CCN(CCCNC(=O)CNC(=O)c2nn(-c3ccc(OC)cc3OC)c(=O)c3ccccc23)CC1
    9	0.0	1	-10	5	20	-4	2	6	-64	-0.1
- O=C(Nc1ccc(OC(F)F)cc1)Nc1cccc(C(F)(F)F)c1
    -52*	-0.4	0	63*	-19	59*	22	0	-1	57	-2.1
- Cc1nn(C(=O)c2nn(C)cc2[N+](=O)[O-])c(C)c1Br
    3	0.1	-4	1	17	-3	-11	-7	3	6	4.5
- CC(C)(C)c1ccc(NC(=O)COc2ccc(-n3ccnc3)cc2)cc1
    5	5.5	-1	-11	24	93*	38	32	u	36	-4.1
- COc1ccc(CCNC(=O)c2cc(-c3ccccc3O)n[nH]2)cc1OC
    -12	0.0	-3	4	-12	7	0	-13	14	-14	-2.9
- Cc1cccnc1NC(=O)CCc1c[nH]c2ccccc12
    0	-0.3	4	4	-5	-6	2	9	-17	15	-0.4
- Cc1ccc(C(=O)Nc2ccc(F)cc2)o1
    2	0.2	0	-5	-84	-9	-19	-106	-41	-10	3.9
- O=C(CSc1nnc(-c2ccncc2)n1CC1CCCO1)Nc1cccc(O)c1 (stereo not drawn)
    0	0.0	2	7	17	-3	19	24	1	5	0.9
- COc1cc(/C=C/C(=O)OCC(=O)c2c(N)n(C)c(=O)n(C)c2=O)ccc1OCC#N
    4	-0.1	0	7	3	0	8	3	12	-26	-0.6
- FC(F)Oc1ccccc1/C=N/Nc1nc2ccccc2o1
    -18	0.0	1	-5	-192	13	-74	-159	-75	-71	0.0
